# High-throughput results as filed in PubChem BioAssay.
# Gli-Sufu antag – antagonists of Gli-Sufu signaling; hit rate 0.74% among 340,000; AID 588413; Sufu-KO-LIGHT fibroblasts, Gli luciferase reporter luminescence; inhibition, % at 5 µM;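 active = inhibition above about 55%, limit read from the data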;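 note: 0% = DMSO-treated cells and 100% = wells with medium but no cells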
# Apaf-1 inh – human Apaf-1 inhibition; hit rate 0.71% among 330,000; inhibition, % at 20 µM; reconstituted apoptosome caspase-3 activity, DEVD-Rh110 fluorescence; O14727; active = inhibition of at least 40% at 20 µM;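 note: plate controls were DMSO wells for no effect and DEVD-CHO caspase inhibitor wells for full effect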
#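 Assay system – apoptosome proteins · Medium – Hepes buffer, pH 7.5 · Also added – cytochrome c with DEVD-Rh110 · Timing – 30 min compound preincubation, 50 min activation, room temperature · Detection – Rh110 fluorescence, excitation 480 nm, emission 540 nm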
# Jurkat NFkB inh – inhibitors of the PMA/ionomycin-induced NF-kB reporter in Jurkat cells; PMA/ionomycin-induced NF-kB luciferase reporter, luminescence; inhibition, % at 4 µM; hit rate 0.53% among 330,000
# UBC13 polyUb – blocks human UBC13 polyubiquitin chain formation; TR-FRET; hit rate 0.47% among 330,000; inhibition, % at 20 µM; in the data active = inhibition above about 45%, passing the limit was not always enough
# Target sequence (P61088 whole entry, looked up): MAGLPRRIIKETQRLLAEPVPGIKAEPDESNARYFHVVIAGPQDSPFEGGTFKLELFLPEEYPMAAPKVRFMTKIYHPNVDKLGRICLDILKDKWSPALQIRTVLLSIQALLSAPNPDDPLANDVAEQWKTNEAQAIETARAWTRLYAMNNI
# HKDC1 inh – inhibitors of human hexokinase HKDC1 | hit rate 0.16% among 340,000 | recombinant HKDC1, G6PDH/diaphorase resazurin coupled fluorescence | AID 493160 | inhibition, % at 20 µM | Q2TB90;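 active = inhibition above about 35% when tested at 20 µM, limit read from the data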;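 note: plate controls were DMSO wells with enzyme for no effect and DMSO wells lacking enzyme for full effect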
#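 Incubation: 90 min at room temperature in dark / Material: recombinant HKDC1 (HK5) hexokinase enzyme, produced in-house / Quantity: enzyme 5 µg/mL final / Compound: one dose of 20 µM, 1% DMSO / Reagent: glucose and ATP substrates / Buffer or medium: Tris pH 8.0 buffer with MgCl2, Tween-20, BSA, BME / Technique: resorufin fluorescence at 613 nm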
# SENP7 inh – blocks the human protease SENP7; Q9BQF6; recombinant SENP7, Z-RLRGG-aminoluciferin luminescence, 40 min; inhibition, % at 5 µM; hit rate 1.5% among 330,000; AID 434973;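 active = inhibition above about 50% at the single test dose, limit read from the data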;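 note: plate controls were DMSO with enzyme for no effect and no enzyme buffer wells for full effect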
# Target sequence (Q9BQF6 706-1050 limits assumed): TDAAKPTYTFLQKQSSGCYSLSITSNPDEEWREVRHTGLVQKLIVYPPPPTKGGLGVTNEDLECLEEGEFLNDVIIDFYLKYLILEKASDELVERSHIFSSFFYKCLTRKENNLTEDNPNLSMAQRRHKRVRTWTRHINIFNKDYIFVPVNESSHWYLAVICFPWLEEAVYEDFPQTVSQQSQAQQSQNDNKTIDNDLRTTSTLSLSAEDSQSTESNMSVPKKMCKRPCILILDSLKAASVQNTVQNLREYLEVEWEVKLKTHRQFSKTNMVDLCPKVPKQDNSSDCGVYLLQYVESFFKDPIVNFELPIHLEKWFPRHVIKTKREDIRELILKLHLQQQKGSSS
# SENP8 block – SENP8 protease inhibition; Q96LD8; purified SENP8, Z-RLRGG-aminoluciferin cleavage, luminescence; inhibition, % at 10 µM; hit rate 1.2% among 330,000; AID 2540
# Target sequence (Q96LD8 whole entry, looked up): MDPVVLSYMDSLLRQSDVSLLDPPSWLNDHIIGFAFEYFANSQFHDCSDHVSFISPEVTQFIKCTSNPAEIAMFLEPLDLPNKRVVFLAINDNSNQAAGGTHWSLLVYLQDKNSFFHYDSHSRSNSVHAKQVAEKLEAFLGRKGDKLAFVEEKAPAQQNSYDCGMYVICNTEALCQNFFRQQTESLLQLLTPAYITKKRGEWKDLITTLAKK
# 697 NFkB inh – lowers PMA/ionomycin-induced NF-kB signal in 697 B cells. 697 B-cell NF-kB luciferase reporter, 16 h. inhibition, % at 4 µM. hit rate 0.33% among 330,000. AID 435022; in the data active = inhibition above about 35%
# An asterisk follows results filed as active; · = no result given. Cut-off read from the data, not from the text of the source, unless noted: active = inhibition above about 50%; inactive = the rest. This is a random part of the collection. About 3.6% of those tested had a hit in this group.
# Each structure is followed by: Gli-Sufu antag	Apaf-1 inh	Jurkat NFkB inh	UBC13 polyUb	HKDC1 inh	SENP7 inh	SENP8 block	697 NFkB inh
> NS(=O)(=O)c1cc(C(=O)OCC(=O)c2ccccc2)c(Cl)cc1Cl
  -3.2	7.7	12.1	-4.5	-5.0	-2.1	-0.2	0.3
> CCn1c(SCC(=O)NNC(=S)Nc2ccc(C)cc2)nnc1-c1ccc(Cl)cc1
  2.6	-0.9	-10.3	-3.1	-11.2	1.1	-4.9	-11.0
> Cc1nc2ccc(C(=O)N/N=C/c3ccccc3O)cc2[nH]1
  4.9	4.4	-30.7	-3.0	-0.6	8.0	-6.3	-35.2
> COc1ccc(CNC(=O)/C=C/C(=O)O)cc1OC
  3.4	-0.5	6.0	-4.6	-11.1	-4.5	-10.2	-17.6
> COc1cc(NC(=O)c2[nH]cnc2C(N)=O)cc(C(=O)Nc2cccc(C(F)(F)F)c2)c1
  8.7	0.1	2.3	-17.8	-20.7	11.3	-7.6	3.4
> CCOC(=O)C1CCN(S(=O)(=O)c2ccc(CC)cc2)CC1
  0.2	9.6	15.7	-9.4	-3.5	4.7	0.7	-5.2
> COc1cc(NC(=O)Cn2cnc(S(=O)(=O)N3CCc4ccccc43)c2)cc(OC)c1OC
  -3.6	-4.5	11.0	-1.1	-6.8	-7.5	6.2	20.3
> CCCNC(=O)c1ccccc1NC(=O)c1ccccc1N(C)S(=O)(=O)c1ccccc1
  11.4	-7.8	8.8	7.2	-6.8	4.4	2.4	-18.8
> CC(C)C(=O)Nc1ccc(C(=O)CSc2nnc(C3CC3)n2C2CC2)cc1
  -4.4	-2.9	13.3	0.8	-2.3	2.7	-3.1	16.5
> CNC(=O)C1CCCN1S(=O)(=O)c1ccc(OC)cc1 (configuration not stated)
  3.2	4.1	-10.6	4.8	-3.9	2.8	5.7	20.7
> COc1ccccc1/C=N/NC(=O)CCSc1ccccc1
  -4.5	8.1	-9.3	-2.1	0.6	-0.2	5.3	8.7
> COc1cccc(/C(O)=C2/C(=O)C(=O)N(CCN(C)C)C2c2ccc(Br)cc2)c1 (configuration not stated)
  -4.4	7.6	-15.7	-15.3	3.4	-1.7	-4.3	13.6
> CCc1ccc(OCCCC(=O)Nc2cccc(C(=O)O)c2)cc1
  40.9	-11.0	1.6	5.0	3.0	-3.5	4.6	11.1
> COc1cccc(C2=NOC(C(=O)N3CCN(c4ccccc4)CC3)C2)c1OC (configuration not stated)
  0.8	-2.7	-3.2	-5.7	2.2	-1.7	14.3	8.4
> Cc1ccc(CC(=S)N2CCOCC2)cc1
  -6.9	-12.5	6.9	7.0	-14.2	4.8	4.0	12.1

# Three entries out of the list above, sorted by their value in Jurkat NFkB inh, rising:
mol,Jurkat NFkB inh
CNC(=O)C1CCCN1S(=O)(=O)c1ccc(OC)cc1 (configuration not stated),-10.6
CCc1ccc(OCCCC(=O)Nc2cccc(C(=O)O)c2)cc1,1.6
COc1cc(NC(=O)c2[nH]cnc2C(N)=O)cc(C(=O)Nc2cccc(C(F)(F)F)c2)c1,2.3

# The results go on:
# Each structure is followed by: Gli-Sufu antag	Apaf-1 inh	Jurkat NFkB inh	UBC13 polyUb	HKDC1 inh	SENP7 inh	SENP8 block	697 NFkB inh
> Cc1ccc(C)c(N(CC(=O)NCc2ccco2)C(=O)CCC(=O)Nc2nccs2)c1
  11.1	11.5	-18.0	3.0	-4.2	-2.7	-0.7	-7.8
> CO/N=C/NC(=O)c1ccc([N+](=O)[O-])c(CS(=O)(=O)c2ccc(Cl)cc2)c1
  -4.5	2.6	-4.6	-1.2	-0.4	4.2	9.7	11.2
> COc1ccc(N/N=C(/Oc2ccc([N+](=O)[O-])cc2)C(C)=O)cc1
  4.8	7.7	8.1	-15.5	6.2	6.8	-5.3	5.9
> COCC(C)n1c(C)cc(C(=O)CSc2nc(C)c(C)c(C)n2)c1C (configuration not stated)
  3.5	-10.2	8.4	20.0	-1.6	4.6	1.6	13.0
> CCOC(=O)CN1C(=O)C(=O)N(Cc2c(F)cccc2Cl)C1=O
  -5.9	6.2	-49.3	-2.0	-2.1	8.8	4.0	-15.5
> CCN(c1ccccc1)S(=O)(=O)c1cc(C(=O)Nc2ccc(Br)cc2)ccc1F
  7.2	10.1	15.1	-7.7	2.5	-5.1	1.0	-58.3
> O=c1[nH]c(C2CCCN(S(=O)(=O)c3ccccc3F)C2)nc2c1nnn2Cc1ccccc1Cl (configuration not stated)
  -23.8	41.2*	-9.6	0.5	11.4	4.4	-0.9	-7.4
> Cc1cccc(NCc2nc3ccccc3n2Cc2ccccc2)c1
  -5.8	20.1	-29.6	13.1	-4.4	27.2	22.7	-14.3
> Cc1cccc(Cn2c(NCC(C)O)nc3c2c(=O)n(C)c(=O)n3C)c1 (configuration not stated)
  3.0	2.5	17.3	-1.5	-0.8	-6.1	-0.6	-23.1
> Cc1ccc(NC(=O)CN(C)C(=O)/C=C/c2cccs2)cc1
  2.1	0.5	-29.5	-13.3	-8.7	-5.6	-19.0	-21.8
> Cc1nn(CC(O)Cn2c3c(c4ccccc42)CCN(C)C3=O)c(C)c1Br (configuration not stated)
  7.1	5.4	6.9	11.4	-16.1	2.8	3.2	21.9
> O=c1[nH]c2cc3c(cc2cc1CN(Cc1ccco1)C(=S)NCCCN1CCOCC1)OCCO3
  38.8	1.7	-2.4	5.6	-8.6	0.2	0.9	8.4
> CNC(=S)NNC(=O)c1sccc1OCc1cccc(C(F)(F)F)c1
  8.6	-189.5	-1.5	-12.5	-7.6	-14.2	-4.0	-15.0
> CC1=C(C(=O)N2CCOCC2)C(c2cccs2)NC(=O)N1 (configuration not stated)
  2.1	6.5	0.2	2.5	-3.2	7.9	-6.6	-0.4
> CC(CCCN(C)C)C(Cc1ccccc1)c1ccccc1 (configuration not stated)
  16.2	-7.3	2.6	17.5	-3.9	1.4	6.8	-12.0

# By substructure, the entries above with a nitro group on carbon
# Each structure is followed by: Gli-Sufu antag	Apaf-1 inh	Jurkat NFkB inh	UBC13 polyUb	HKDC1 inh	SENP7 inh	SENP8 block	697 NFkB inh
> CO/N=C/NC(=O)c1ccc([N+](=O)[O-])c(CS(=O)(=O)c2ccc(Cl)cc2)c1
  -4.5	2.6	-4.6	-1.2	-0.4	4.2	9.7	11.2
> COc1ccc(N/N=C(/Oc2ccc([N+](=O)[O-])cc2)C(C)=O)cc1
  4.8	7.7	8.1	-15.5	6.2	6.8	-5.3	5.9

# Next section:
# Each structure is followed by: Gli-Sufu antag	Apaf-1 inh	Jurkat NFkB inh	UBC13 polyUb	HKDC1 inh	SENP7 inh	SENP8 block	697 NFkB inh
> CN(C)C(CNC(=O)c1cccc(S(=O)(=O)NCc2ccccc2)c1)c1ccco1 (configuration not stated)
  0.2	21.9	-1.7	6.2	-6.2	-1.1	-9.0	6.9
> CC1CCc2c(nc3nc[nH]n3c2=O)C1 (configuration not stated)
  -18.2	3.6	1.0	-5.4	-0.1	-6.1	-8.5	-3.5
> C/C=C/c1ccc(OCCCCN2CCN(CC)CC2)c(OC)c1
  11.1	-9.7	-8.9	6.0	-7.7	-4.8	1.8	5.2
> Cc1ccc(NC(=O)c2cc(=O)[nH]c3ccc(S(=O)(=O)N4CCOCC4)cc23)cc1
  -2.4	-1.2	9.0	1.5	-5.0	1.4	3.7	16.5
> CCOCCCNC(=O)c1ccc(C2SCC(=O)N2Cc2ccccc2)cc1 (configuration not stated)
  2.9	3.2	5.0	1.9	-5.4	-5.6	14.9	-3.0
> COc1ccc(NS(=O)(=O)c2cccc(-c3n[nH]c(=S)n3Cc3ccccc3)c2)cc1
  3.5	10.0	-2.7	-6.5	-3.1	-11.8	-6.1	-6.5
> Cc1ccc(CN2[C@@H](CC(C)C)COCCS2(=O)=O)cc1
  7.5	1.7	9.5	7.5	4.2	-3.7	5.9	11.9
> O=C(CNS(=O)(=O)c1cccs1)NCc1ccc(F)cc1
  0.5	1.8	3.6	-1.4	7.5	-6.8	-11.4	-7.0
> CN=C1S/C(=C\c2cccc(Cl)c2Cl)C(=O)N1C
  1.9	7.7	7.2	4.4	0.0	48.8	67.0*	-5.5
> COC(=O)c1ccc(-n2c(C)cc(C(=O)COC(=O)CNS(=O)(=O)c3ccc(C)cc3)c2C)cc1
  -3.9	14.3	-13.6	6.3	19.8	5.8	-5.0	4.5
> COCc1ccc(CN2CCC(C(=O)Nc3cccc(-c4cccc(Cl)c4)c3)CC2)o1
  16.0	49.3*	1.4	28.6	-2.0	-4.5	-7.4	-8.8
> Cc1ccc(Oc2ccc(C(F)(F)F)cc2[N+](=O)[O-])c([N+](=O)[O-])n1
  -9.1	-18.1	-26.1	6.4	0.7	2.4	1.0	-17.1
> CN(Cc1ccccc1)C(=O)c1ccccc1NC(=O)C1=CSCCO1
  -2.4	-3.6	-16.4	-1.7	-3.5	12.7	-8.8	-1.5
> NC(N)=NS(=O)(=O)c1ccc(NC(=S)NC(=O)/C=C/c2ccco2)cc1
  0.9	-20.3	9.6	-16.3	-12.5	-3.1	-13.6	-13.0
> CC1CN(S(=O)(=O)c2cccc(C(=O)NCc3ccc4c(c3)OCO4)c2)CC(C)O1 (configuration not stated)
  6.9	7.5	-0.9	9.0	1.1	-0.8	-3.5	-21.4

# Profiles, quoted from the list.
# Results for `Cc1nc2ccc(C(=O)N/N=C/c3ccccc3O)cc2[nH]1` = Gli-Sufu antag = 4.9; Apaf-1 inh = 4.4; Jurkat NFkB inh = -30.7; UBC13 polyUb = -3.0; HKDC1 inh = -0.6; SENP7 inh = 8.0; SENP8 block = -6.3; 697 NFkB inh = -35.2
# Results for `CCc1ccc(OCCCC(=O)Nc2cccc(C(=O)O)c2)cc1` = Gli-Sufu antag = 40.9; Apaf-1 inh = -11.0; Jurkat NFkB inh = 1.6; UBC13 polyUb = 5.0; HKDC1 inh = 3.0; SENP7 inh = -3.5; SENP8 block = 4.6; 697 NFkB inh = 11.1

# Further results:
# Each structure is followed by: Gli-Sufu antag	Apaf-1 inh	Jurkat NFkB inh	UBC13 polyUb	HKDC1 inh	SENP7 inh	SENP8 block	697 NFkB inh
> CCOc1ccc(NC(=O)C(=O)NCCN2CCN(S(=O)(=O)c3ccccc3)CC2)cc1
  -7.9	0.0	-4.4	3.3	-6.9	4.4	0.3	10.4
> COc1cccc2cc(C(=O)N3CCN(c4ccccc4F)CC3)c(=O)oc12
  -3.6	7.0	8.5	-11.3	-0.2	-0.1	-10.2	-1.7
> COc1ccc(C(=O)Nc2ccc(S(=O)(=O)N3CCN(C)CC3)cc2)cc1[N+](=O)[O-]
  7.6	1.0	2.0	-1.2	-4.8	-2.4	-0.3	11.7
> CCOC(=O)C1=C(C)OC(N)=C(C#N)C1c1c(C)nn(-c2ccc(C)cc2)c1Cl (configuration not stated)
  ·	21.9	-15.2	-7.3	·	-5.9	-2.6	-32.7
> CCOC(=O)CC1CCCCN1Cc1cn(C)nc1-c1ccc2c(c1)OCCO2 (configuration not stated)
  5.6	0.5	3.6	8.8	-7.4	0.2	2.8	-0.8
> Cc1cc(=O)oc2c(C)c(OCC(=O)NC3CCN(Cc4ccccc4)CC3)ccc12
  26.1	0.1	-6.7	4.3	-3.3	5.5	-10.2	6.3
> CN(C1=NS(=O)(=O)c2ccccc21)c1ccc(OC(=O)c2ccccc2)cc1
  -14.0	13.0	-1.2	-2.0	-7.3	-6.2	-10.0	-2.8
> CCOC(=O)/C(C#N)=C/c1c(N2CCN(CC)CC2)nc2c(C)cccn2c1=O
  38.8	-7.0	15.7	-15.4	6.4	-6.6	2.9	15.2
> CC(C)N(C(=O)Cn1cc(S(=O)(=O)CC(=O)NC2CCCCC2)c2ccccc21)C(C)C
  8.3	-37.7	11.0	16.3	-2.9	9.6	4.3	-0.4
> O=C(NCCC(=O)N1CCN(Cc2c(F)cccc2Cl)CC1)c1ccc(Cl)cc1
  4.8	8.6	-19.1	12.0	-3.8	3.9	-8.0	1.1
> COC(=O)C1C(c2ccccc2)C=CC(c2ccccc2)C1C(=O)O (configuration not stated)
  11.8	-17.7	5.7	-0.9	1.0	3.5	-3.7	-5.4
> O=C(c1ccc(-c2cc(Cl)ccc2Cl)o1)N1CCOCC1
  -10.2	-27.9	-10.0	20.6	-4.5	-10.6	-0.6	2.5
